RXFP1 agonist = qHTS Assay for Agonists of the Relaxin Receptor RXFP1; 370,000 compounds, 0.3% hits; Potency, µM (top dose mostly 57.5 µM), without a hit: at the top dose activation, actives largely listed as activators; AID 2676, 2010; HEK293T-RXFP1 cAMP TR-FRET, 30 min; response scale: percent of porcine relaxin response, buffer zero; also: % is scaled to controls: 0 for no effect and ±100 for the full control effect; nearly all actives have a fitted effect of over 60% in size; many of its hits are not listed in these tables
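HEK293T cells stably expressing RXFP1 were pretreated with the PDE4 inhibitor Ro 20174, exposed to compounds for 30 min at 37C, lysed, and cAMP was read by TR-FRET. Data normalized to buffer (basal) and 29 nM porcine relaxin (100%).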
12-LOX inh = Primary qHTS assay for inhibitors of human arachidonate 12S-lipoxygenase (ALOX12): Round 2; Polyunsaturated fatty acid lipoxygenase ALOX12 (Homo sapiens), P18054; purified 12hLO, xylenol orange hydroperoxide absorbance; Potency, µM (highest dose often 108 µM), for inactives: at the top dose activity change, negative = inhibition, most hits filed as inhibitors; 580,000 compounds, 1.1% hits; AID 1671190, 2021; also: % is scaled to controls: 0 for no effect and ±100 for the full control effect
Target sequence (P18054 whole entry, looked up): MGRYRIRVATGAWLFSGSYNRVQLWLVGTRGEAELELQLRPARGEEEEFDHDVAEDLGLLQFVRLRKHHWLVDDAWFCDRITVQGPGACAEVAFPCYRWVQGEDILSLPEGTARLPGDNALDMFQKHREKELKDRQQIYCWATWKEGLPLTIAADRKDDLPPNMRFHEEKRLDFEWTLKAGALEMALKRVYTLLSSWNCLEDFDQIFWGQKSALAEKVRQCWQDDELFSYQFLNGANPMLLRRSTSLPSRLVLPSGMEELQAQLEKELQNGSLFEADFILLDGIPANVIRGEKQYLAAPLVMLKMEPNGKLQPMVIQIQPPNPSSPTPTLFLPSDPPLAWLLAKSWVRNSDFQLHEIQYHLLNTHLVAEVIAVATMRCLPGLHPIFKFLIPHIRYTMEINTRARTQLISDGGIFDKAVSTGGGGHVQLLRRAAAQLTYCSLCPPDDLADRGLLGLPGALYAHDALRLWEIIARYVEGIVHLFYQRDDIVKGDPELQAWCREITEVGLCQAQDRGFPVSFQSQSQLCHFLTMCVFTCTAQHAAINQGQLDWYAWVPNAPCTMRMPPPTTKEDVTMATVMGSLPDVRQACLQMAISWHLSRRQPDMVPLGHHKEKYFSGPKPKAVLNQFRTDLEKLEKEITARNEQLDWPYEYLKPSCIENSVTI
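Purified human 12hLO at 150 nM in 25 mM Hepes, 0.01% Triton X-100, pH 7.0, preincubated 15 min at room temperature with compound. Reaction started with 40 uM arachidonic acid, 30 min at room temperature. Hydroperoxide measured by Fe-xylenol orange, 573/405 nm absorbance ratio.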
rTrxR1 inhibitor = qHTS Assay for Inhibitors of Mammalian Selenoprotein Thioredoxin Reductase 1 (TrxR1): qHTS | Thioredoxin reductase 1, cytoplasmic (Rattus norvegicus), O89049 | recombinant rTrxR1, NADPH fluorescence consumption, selenite substrate | Potency, µM (highest dose often 114 µM), without a hit: at the highest dose activity change, negative = inhibition, usual class: inhibitors | 390,000 compounds, 1% hits; also: % is scaled to controls: 0 for no effect and ±100 for the full control effect; nearly all actives have a fitted effect of over 65% in size
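Rat TrxR1 (90 nM in the dispensed reagent) was pre-reduced with 400 uM NADPH for 5 min at room temperature, then incubated with compound for 15 min. After 400 uM selenite was added, NADPH fluorescence (Ex 340/Em 450 nm) was followed for 8 min.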
RGS4 inhibitor = Inhibitors of Regulator of G Protein Signaling (RGS) 4: qHTS; Potency, µM (titrated, usually from 114 µM), inactives show at the highest dose activity change, negative = inhibition, hits mostly inhibitors; AID 504845, 2011; 390,000 compounds, 0.039% hits; Transcreener GDP fluorescence polarization, RGS4-accelerated GTP hydrolysis; also: % is scaled to controls: 0 for no effect and ±100 for the full control effect; nearly all actives have a fitted effect of over 75% in size; some results filed as inactive show a strong effect at the top dose
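MLSMR compounds (23 nl, pin-transferred) preincubated 10 min at room temperature with a 500nM (2x) first reagent, then RGS4 at 900nM (2x) plus Transcreener GDP mix added; fluorescence polarization (620/688 nm) read before and after 90 min at 30 °C.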
USP1-UAF1 inh = Inhibitors of USP1/UAF1: Primary Screen; 390,000 compounds, 0.23% hits; AID 743255, 2014; recombinant USP1/UAF1, Ub-Rhodamine cleavage fluorescence; Ubiquitin carboxyl-terminal hydrolase 1 (Homo sapiens), O94782; Potency, µM (series often up to 57.1 µM), without a hit: at the top dose activity change, negative = inhibition, most hits filed as inhibitors; also: % is scaled to controls: 0 for no effect and ±100 for the full control effect; nearly all actives have a fitted effect of over 60% in size; inactives centre near -12
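In this screen, compounds sit with the deubiquitinase complex (1nM) for 15 min at room temperature before Ub-Rho is added at 150nM final. Fluorescence rise is then followed for 6 reads every 60 seconds.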
IDH1 R132H inh = qHTS for Inhibitors of mutant isocitrate dehydrogenase 1 (IDH1): qHTS | Isocitrate dehydrogenase [NADP] cytoplasmic (Homo sapiens), O75874 | IDH1-R132H enzyme, NADPH consumption, diaphorase/resazurin fluorescence | Potency, µM (series often up to 76.6 µM), without a hit: at the highest dose activity change, negative = inhibition, usual class: inhibitors | 390,000 compounds, 0.093% hits; also: % is scaled to controls: 0 for no effect and ±100 for the full control effect; nearly all actives have a fitted effect of over 65% in size
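IDH1-R132H (0.5 ug/mL) preincubated 30 min with compound, then NADPH (0.016 mM) and alpha-KG (2 mM) added; 80 min at RT, pH 7.5. Remaining NADPH coupled via diaphorase/resazurin to fluorescence (540/590 nm); concentration-response curves normalized to no-enzyme control.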
TrxR1 substrate = qHTS Assay for Substrates of Mammalian Selenoprotein Thioredoxin Reductase 1 (TrxR1): qHTS; Thioredoxin reductase 1, cytoplasmic (Rattus norvegicus), O89049; purified TrxR1 substrate turnover, NADPH consumption readout; Potency, µM (doses to about 114 µM), inactives show at the top dose activity change, negative = substrate turnover; 390,000 compounds, 0.01% hits; AID 588456, 2011; also: % is scaled to controls: 0 for no effect and ±100 for the full control effect; nearly all actives have a fitted effect of over 50% in size
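Rat TrxR1, dispensed at 90 nM, was prereduced with 400 uM NADPH (final) for 5 min at ~22 deg C, then incubated with compound 15 min before 400 uM selenite. A first-read NADPH fluorescence drop versus no-compound background flagged substrates.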
Vif-APOBEC3G blk = qHTS for Inhibitors of Vif-A3G Interactions: qHTS; DNA dC->dU-editing enzyme APOBEC-3G (Homo sapiens), Q9HC16; HeLa A3G-eYFP + Vif (tagged APOBEC3G with the HIV-1 protein that degrades it), YFP fluorescence, overnight; Potency, µM (doses to about 46.1 µM), inactives show at the top dose activity, negative = active, most hits filed as inhibitors; 410,000 compounds, 0.076% hits; AID 602310, 2012;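 also: % is scaled to controls: 0 for no effect and ±100 for the full control effect; nearly all actives have a fitted effect of over 60% in size; hits raise eYFP signal because A3G escapes Vif-driven loss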
Target sequence (Q9HC16 whole entry, looked up): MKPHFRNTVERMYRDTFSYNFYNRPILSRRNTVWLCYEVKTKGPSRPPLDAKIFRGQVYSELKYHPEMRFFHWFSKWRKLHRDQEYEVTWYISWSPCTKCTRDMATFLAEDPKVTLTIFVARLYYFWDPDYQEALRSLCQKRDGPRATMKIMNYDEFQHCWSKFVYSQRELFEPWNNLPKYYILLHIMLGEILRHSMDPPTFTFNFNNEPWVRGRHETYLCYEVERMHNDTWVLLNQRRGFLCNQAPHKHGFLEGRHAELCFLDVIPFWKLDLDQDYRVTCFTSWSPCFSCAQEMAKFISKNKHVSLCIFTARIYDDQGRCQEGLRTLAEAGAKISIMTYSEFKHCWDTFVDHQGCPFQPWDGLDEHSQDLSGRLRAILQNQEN
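HeLa cells stably expressing Vif and C-terminally eYFP-tagged A3G, seeded overnight at 37 deg C, then exposed to compound by pintool overnight at 37 deg C. Rise in yellow fluorescence (Ex 488/Em 500-530, Acumen) marks blocked Vif-driven A3G degradation.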
Vif-APOBEC3F blk = qHTS for Inhibitors of Vif-A3F Interactions: qHTS; HeLa A3F-eYFP + Vif (tagged APOBEC3F with the HIV-1 protein that degrades it), YFP fluorescence increase; Potency, µM (highest dose often 46.1 µM), without a hit: at the highest dose activity, negative = active; 390,000 compounds, 0.2% hits; also: % of control where 0% means no effect; nearly all actives have a fitted effect of over 65% in size
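HeLa cells stably expressing A3F-eYFP plus Vif, plated and incubated overnight at 37 deg C, then exposed to compounds overnight at 37 deg C. Blocked degradation read as raised yellow fluorescence (Ex 488/Em 500-530).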
Starred values were filed as active, the others as inactive; & = joins results of further samples; [ ] = another dose, or the depositor's remark. Calls follow the shape of the dose curve; as a rule, active = well fitted curve in the direction sought with a large enough effect; inconclusive = small, poorly fitted or top-dose-only effect, or another doubt; inactive = no such curve, though single readings can be large; an effect the other way counts as inactive or inconclusive. Potency is read from the fitted curve at half-maximal effect.

`NC(=O)CSc1ccc(Br)cc1` gave RXFP1 agonist 1.5%, 12-LOX inh -14%, rTrxR1 inhibitor 30%[57.1 µM], RGS4 inhibitor 2%[11.4 µM], USP1-UAF1 inh -11%, IDH1 R132H inh 8%, TrxR1 substrate 3%[57.1 µM], Vif-APOBEC3G blk 0% and Vif-APOBEC3F blk -2%.
For Cc1cccc(-c2nc(S(=O)(=O)c3ccc(F)cc3)c(N3CCN(c4ccccc4)CC3)o2)c1 the results were RXFP1 agonist -0.5%, 12-LOX inh -5%, rTrxR1 inhibitor 2%, RGS4 inhibitor -6%, USP1-UAF1 inh -15%, IDH1 R132H inh -8%, TrxR1 substrate -5%, Vif-APOBEC3G blk -6% and Vif-APOBEC3F blk 1%.
CC(=O)N1CCCc2cc(S(=O)(=O)CCC(=O)N3CCN(c4cccc(C)c4)C(C)C3)ccc21 (stereo not given) was read as RXFP1 agonist 2.4%, 12-LOX inh 5%[57.4 µM], rTrxR1 inhibitor -13%, RGS4 inhibitor -3%, USP1-UAF1 inh 4%, IDH1 R132H inh 8%, TrxR1 substrate 2%, Vif-APOBEC3G blk -2% and Vif-APOBEC3F blk -11%.
O=C(O)[C@]1(S(=O)(=O)c2ccccc2)C[C@@H]2ON=C(c3cccc(Br)c3)[C@@H]2C1 was read as RXFP1 agonist -0.4%, 12-LOX inh -26%, rTrxR1 inhibitor 13%[57.1 µM], RGS4 inhibitor 5%, USP1-UAF1 inh -9%, IDH1 R132H inh 8%, TrxR1 substrate -6%[57.1 µM], Vif-APOBEC3G blk -1% and Vif-APOBEC3F blk -6%.
For O=C(Nc1ccccc1OC(F)F)c1oc2ccccc2c1COc1ccccc1 the results were RXFP1 agonist 2.3%, 12-LOX inh -19%, rTrxR1 inhibitor -23%, RGS4 inhibitor -45%, USP1-UAF1 inh 4%, IDH1 R132H inh 5%, TrxR1 substrate 51%[activator], Vif-APOBEC3G blk 0% and Vif-APOBEC3F blk 4%.
`O=C1C=C(c2ccc(C(=O)O)cc2)C[C@@H](c2ccc3c(c2)OCO3)C1` gave RXFP1 agonist 0.0%, 12-LOX inh inconclusive, rTrxR1 inhibitor 10%, RGS4 inhibitor 20%, USP1-UAF1 inh -8%, IDH1 R132H inh 7%, TrxR1 substrate 0%, Vif-APOBEC3G blk 1% and Vif-APOBEC3F blk 5%.
Cc1c(C(=O)O)oc2ccc(S(=O)(=O)N3CCCCC3C(=O)O)cc12 (stereo not given) was read as RXFP1 agonist 0.6%, 12-LOX inh -10%, rTrxR1 inhibitor 8%, RGS4 inhibitor -15%, USP1-UAF1 inh -26%, IDH1 R132H inh 11%, TrxR1 substrate 6%, Vif-APOBEC3G blk 3% and Vif-APOBEC3F blk -8%.
`O=C(NC(=S)NN1CCCCC1c1cccnc1)c1ccc(Cl)cc1Cl` (stereo not given) gave RXFP1 agonist -0.5%, 12-LOX inh 46%[activator], rTrxR1 inhibitor -16%, RGS4 inhibitor -16%, USP1-UAF1 inh -4%, IDH1 R132H inh -18%, TrxR1 substrate 0%, Vif-APOBEC3G blk -4% and Vif-APOBEC3F blk -21%.
CC(C)COn1c(=S)[nH]c2ccccc2c1=O was read as RXFP1 agonist 1.2%, 12-LOX inh 0%, rTrxR1 inhibitor 2%, RGS4 inhibitor -21%, USP1-UAF1 inh 1%, IDH1 R132H inh 3%, TrxR1 substrate -1%, Vif-APOBEC3G blk 2% and Vif-APOBEC3F blk -1%.
For CCn1c2ccccc2c2cc(NC(=O)C(C)OC(=O)c3ccc(NC(=O)CC#N)cc3)ccc21 (stereo not given) the results were RXFP1 agonist -1.2%, 12-LOX inh 6%, rTrxR1 inhibitor 28%, RGS4 inhibitor -13%, USP1-UAF1 inh -24%, IDH1 R132H inh 3%, TrxR1 substrate 6%, Vif-APOBEC3G blk -21% and Vif-APOBEC3F blk inconclusive.
`CN(CC(=O)NCCCN1CCOCC1)S(=O)(=O)c1ccc(F)cc1` gave RXFP1 agonist 2.8%, 12-LOX inh 0%, rTrxR1 inhibitor 8%, RGS4 inhibitor 0%, USP1-UAF1 inh 1%, IDH1 R132H inh 0%, TrxR1 substrate 5%[0.0914 µM], Vif-APOBEC3G blk -1% and Vif-APOBEC3F blk -9%.
COc1ccc(C(=O)N2CCN(c3cccc(C)c3C)CC2)cc1S(=O)(=O)NC1CC1 was read as RXFP1 agonist -1.7%, 12-LOX inh -20%, rTrxR1 inhibitor inconclusive, RGS4 inhibitor 5%, USP1-UAF1 inh -11%, IDH1 R132H inh 5%, TrxR1 substrate -1%, Vif-APOBEC3G blk -18% and Vif-APOBEC3F blk 5%.
For Cc1ccc(C(=O)NCC(=O)N2CCN(c3ncccn3)CC2)s1 the results were RXFP1 agonist -0.8%, 12-LOX inh 0%, rTrxR1 inhibitor 15%, RGS4 inhibitor 4%, USP1-UAF1 inh -20%, IDH1 R132H inh -1%, TrxR1 substrate 11%, Vif-APOBEC3G blk 1% and Vif-APOBEC3F blk -9%.
For CCOC(=O)/C=c1\sc2n(c1=O)CCN=2 the results were RXFP1 agonist 0.6%, 12-LOX inh 8%, rTrxR1 inhibitor -25%, RGS4 inhibitor -3%, USP1-UAF1 inh 0%, IDH1 R132H inh -2%, TrxR1 substrate 8%, Vif-APOBEC3G blk -1% and Vif-APOBEC3F blk -6%.
For CCC(C)OC(=O)C1C(c2ccccc2)C(C(=O)O)C1c1ccccc1 (stereo not given) the results were RXFP1 agonist -2.1%, 12-LOX inh 0%, rTrxR1 inhibitor 37%, RGS4 inhibitor -12%, USP1-UAF1 inh -5%, IDH1 R132H inh 6%, TrxR1 substrate 10%, Vif-APOBEC3G blk 2% and Vif-APOBEC3F blk -15%.
`O=C1CCCC(O)=C1C=Nc1ccc(O)cc1` gave RXFP1 agonist 0.6%, 12-LOX inh 164%[activator], rTrxR1 inhibitor -2%, RGS4 inhibitor -14%, USP1-UAF1 inh -9%, IDH1 R132H inh 0%, TrxR1 substrate -15%, Vif-APOBEC3G blk 0% and Vif-APOBEC3F blk -5%.
Screening COc1cccc(NC(=S)Nc2cc(C(=O)O)ccc2N2CC3CC(C2)c2cccc(=O)n2C3)c1 (stereo not given) returned RXFP1 agonist 0.3%, 12-LOX inh inconclusive, rTrxR1 inhibitor -17%[57.1 µM], RGS4 inhibitor -10%, USP1-UAF1 inh -15%, IDH1 R132H inh -12%, TrxR1 substrate -3%, Vif-APOBEC3G blk 1% and Vif-APOBEC3F blk -6%.
CN(Cc1ccc(F)cc1)C(=O)CNC(=O)c1cccs1 was read as RXFP1 agonist -0.1%, 12-LOX inh 404%[activator], rTrxR1 inhibitor 8%, RGS4 inhibitor -3%, USP1-UAF1 inh -12%, IDH1 R132H inh -6%, TrxR1 substrate 3%, Vif-APOBEC3G blk 4% and Vif-APOBEC3F blk 4%.
COc1cccc(CNC(=O)c2ccc3c(Cl)c4c(nc3c2)CCCC4)c1 was read as RXFP1 agonist -0.2%, 12-LOX inh -17%, rTrxR1 inhibitor 39%[activator], RGS4 inhibitor -11%, USP1-UAF1 inh -10%, IDH1 R132H inh 10%, TrxR1 substrate 3%, Vif-APOBEC3G blk 2% and Vif-APOBEC3F blk 3%.
`COc1ccc2sc(-c3ccc(N(C)C)cc3)c(C#CCCO)c2c1` gave RXFP1 agonist 23%, 12-LOX inh -5%, rTrxR1 inhibitor 53%, RGS4 inhibitor -12%, USP1-UAF1 inh inconclusive, IDH1 R132H inh 14%, TrxR1 substrate 357%[activator][57.1 µM], Vif-APOBEC3G blk -22% and Vif-APOBEC3F blk -4%.
For Cc1ccc2cccc(NC(=O)c3ccc(OC(C)C)cc3)c2n1 the results were RXFP1 agonist -7.1%, 12-LOX inh -14%&1%, rTrxR1 inhibitor 16%, RGS4 inhibitor 25%, USP1-UAF1 inh -23% and TrxR1 substrate -4%.
`CCSc1nnc(SCC(=O)NNC(=O)c2ccccc2F)s1` gave RXFP1 agonist 1.7%, 12-LOX inh 11%, rTrxR1 inhibitor -14%, RGS4 inhibitor -26%, USP1-UAF1 inh -5%, IDH1 R132H inh -1%, TrxR1 substrate -5%, Vif-APOBEC3G blk 3% and Vif-APOBEC3F blk 8%.

Compound activity as filed in PubChem BioAssay.

This is a subset; the hit share may differ from the screen's.
